Compound activity from PubChem.
Pf Dd2 growth – inhibitors of Plasmodium falciparum Dd2 growth; P. falciparum Dd2 growth, SYBR Green, 72 h; Potency, µM (titrated, usually from 28.9 µM), without a hit: at the highest dose activity, negative = inhibition, usual class: inhibitors; hit rate 4.3% among 120,000; AID 1347417; active = well fitted inhibition curve with a large enough effect; inconclusive = small, poorly fitted or top-dose-only effect; inactive = no such curve, though single readings can be large or run the other way;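 also: plate controls were DMSO vehicle for no effect and reference drug for full effect; nearly all actives have a fitted effect of over 65% in size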
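Infected erythrocytes (Dd2, 0.3% parasitemia, 2.5% hematocrit final) are added to compound in RPMI-1640/Albumax II medium, grown 72 h at 37C in low oxygen, then lysed with saponin/Triton-X containing SYBR Green and read by fluorescence.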
Active calls of the source: *; i = inactive; ? = inconclusive; & = joins results of further samples; [ ] = remark or other dose. Potency is read from the fitted curve at half-maximal effect. Only part of the results is shown, so the mix of outcomes need not match the whole.

mol,Pf Dd2 growth
COc1ccc(OC)c(NC(=O)Cn2c(=O)n(Cc3ccccc3)c(=O)c3ccccc32)c1,?
COCc1nnc2n1CCC(NC(=O)CCc1c(C)nn(C)c1C)CC2 (stereo not drawn),11%
Cc1ccc(-n2nc(C)c3c(C(F)(F)F)cc(-c4cccnc4)nc32)cc1C,?
CCc1ccc(NC(=O)C2CCCN(S(=O)(=O)c3ccc(F)cc3)C2)cc1 (stereo not drawn),4%
Cc1ccccc1CN1CCCC(COc2ccccc2C(=O)N2CCCC2)C1 (stereo not drawn),-28%
CC(NC(=O)COc1ccc(F)cc1F)c1ccccc1-n1cccn1 (stereo not drawn),?
CCOc1ccccc1NC(=O)COc1ccc(S(=O)(=O)NC2CCCCC2)cc1,i
O=C(CCn1cccn1)Nc1ccc(Br)cc1F,0%

The last two entries of the section before open the next one.
mol,Pf Dd2 growth
CCOc1ccccc1NC(=O)COc1ccc(S(=O)(=O)NC2CCCCC2)cc1,i
O=C(CCn1cccn1)Nc1ccc(Br)cc1F,0%
CCCCn1nc(C2CCOC2)nc1-c1cnc(NC)nc1 (stereo not drawn),-20%
COC(=O)c1ccc2c(=O)n(CCCCCC(=O)N3CCN(c4ccc(OC)cc4)CC3)c(=O)[nH]c2c1,i
CCOc1cccc(CN2CCc3nc(N4CCN(C)CC4)[nH]c(=O)c3CC2)c1,26%[5.79 µM]
O=C(c1cc2ccccc2[nH]1)N1CCN(c2cc(-c3ccccc3)[nH]n2)CC1,i
CC(C)c1nc(C(=O)N(C)C2CCCN(CCCc3ccccc3)C2)cs1 (stereo not drawn),?
COc1cc(NC(=O)Cn2ccn3nc(-c4ccc(F)cc4)c(CO)c3c2=O)cc(OC)c1,-21%
Cc1ncc(C(=O)N(C)CC2CCCN(CCc3ccc(Cl)cc3)C2)c(=O)[nH]1 (stereo not drawn),-8%
CCOc1ccccc1NC(=O)C1CCCN(S(=O)(=O)c2cccs2)C1 (stereo not drawn),12%

Additional structures:
mol,Pf Dd2 growth
O=C(COc1ccc(F)cc1)NCC(=O)N1CCCCCCNC(=O)CC1c1ccccc1 (stereo not drawn),-12%
CCOC(=O)c1cnc2c(ccc3ccccc32)c1Nc1ccc(N(C)C)cc1,?
CCC1CN(S(=O)(=O)c2cc(-c3cc(C)no3)ccc2OC)c2cc(Cl)ccc2O1 (stereo not drawn),?
COc1ccccc1CNC(=O)c1c(O)nc2c(C)cccn2c1=O,12%
Cc1ccc(N2CC(NC(=O)Cc3ccc(F)cc3)CC2=O)cc1C (stereo not drawn),i
c1cc(-c2nnc3n2CCN(Cc2ccsc2)C3)ccn1,?
Cc1cc(=O)n(CC(=O)NCc2ccccc2)c(N(C)Cc2ccccc2)n1,i
Cc1ccc(CNC(=O)Cn2c(C)cc3nc4n(c(=O)c32)CCCC4)cc1,-23%

Going on with the list.
mol,Pf Dd2 growth
CCOC(=O)c1ccc(NC(=O)c2ccc(=O)n(Cc3cccc(C)c3)c2)cc1,-7%
CCOc1ccc(/C=C/C(=O)Nc2sc3c(c2C(=O)OC)CCC3)cc1,16%
CS(=O)(=O)N1CCc2ccc(C(=O)N3CCN(Cc4ccc5c(c4)OCO5)CC3)cc21,-3%
CN1CC(=O)N(C2CCNCC2)Cc2c1ncnc2N1CCC(N2CCOCC2)CC1,9%
Fc1ccc(CNC[C@H]2Cn3cc(-c4ccccc4)nc3CO2)cc1,?
CCc1c(-c2nc(C3CCOC3)no2)[nH]c2ccccc12 (stereo not drawn),-19%
Cc1c(Cl)ccc2sc(N3CCN(C(=O)CS(=O)(=O)c4ccccc4)CC3)nc12,23%
CCn1nc(C(=O)N2C[C@@H](CN3CCN(C)CC3)[C@@H](CO)C2)cc1C,2%

Going on with the list.
mol,Pf Dd2 growth
CN(Cc1cccnc1)c1ccc(C(=O)NCCC2CCCCN2C)cn1 (stereo not drawn),-14%
CCOC(=O)c1ccc(NC(=O)CSc2nc3ccccc3c(=O)n2CCC(=O)NC2CCCCC2)cc1,16%
O=C(CCC[C@@H]1[C@H]2CCCN3CCC[C@@H](CN1C(=O)c1cc(F)cc(F)c1)[C@@H]23)NCc1ccccc1,-21%
O=C(Nc1ccc2c(c1)OCO2)c1cccc2c1CCN2C(=O)Nc1ccc(F)cc1,-16%
CCN(CC)Cc1nc(C2(O)CCN(C3CCC3)CC2)cs1,?
O=C(NCC1(COc2cccnc2)C[C@@H](O)[C@@H](O)C1)c1ccc(F)cc1 (stereo partly drawn),-8%[44.1 µM]
COCC1CN(C)CC12CCN(Cc1cc(Br)ccc1F)CC2 (stereo not drawn),3.5µM*
O=C1Nc2ccccc2CN(CC2CCOCC2)C12CCNCC2,13%

(next part)
molecule | Pf Dd2 growth
O=C(c1onc2ccccc12)N1CCC2(CCCNC2)C1 (stereo not drawn) | 3%
Cc1[nH]c2ccc(Br)cc2c1CCNC(=O)c1cc2ccccc2oc1=O | -24%
CN1C[C@@H]2CCCN3CCC[C@@H]([C@H]23)[C@H]1CCCC(=O)NCCc1nc2ccccc2n1C | i
CCn1c2ccccc2c2cc(CN3CCN(Cc4cc(OC)c(O)c(OC)c4)CC3)ccc21 | 11µM*
CCOC(=O)c1ccc(CN(Cc2ccc(Cl)cc2Cl)S(=O)(=O)c2cccc(Cl)c2)cc1 | 28%
COc1nc(-c2ccc(C)cc2)ccc1-c1noc(-c2ccc(C(C)(C)C)cc2)n1 | 90%[activator][5.79 µM]
CN(C(=O)C1=NO[C@@H]2CN(CCc3ccccc3)C[C@H]12)c1ccccc1 | -11%[44.1 µM]
COc1cc(C(=O)NC2CCCN(c3cc(-c4ccc(F)cc4)[nH]n3)C2)cc(OC)c1OC (stereo not drawn) | i
CC(=O)Nc1nonc1-c1nnc(SCc2ccccc2F)n1C | 15%
Cc1ccccc1Oc1ncccc1CNCc1cc2c(cc1Cl)OCO2 | i
O=C(NC1CCN(c2cc(-c3ccc(F)cc3)[nH]n2)C1)c1ccc2cc[nH]c2c1 (stereo not drawn) | ?
COCCCNC(=O)CN1C(=O)c2c(c3ccccc3n2C)C1c1ccc(OC)cc1 (stereo not drawn) | 5%
CC(=O)N1CCC(Cc2ncc(C)n2Cc2ccccc2)C1 (stereo not drawn) | -13%
Cc1ccc(-n2nc3c(=O)n(C(C)C(=O)O)nc(C)c3c2C)cc1 (stereo not drawn) | 27%
COCC(=O)NC[C@H]1OC[C@@H](NC(C)C)[C@@H]1O | 7%[44.1 µM]

Fetched by structure from the entries so far, two records:
molecule | Pf Dd2 growth
CN1C[C@@H]2CCCN3CCC[C@@H]([C@H]23)[C@H]1CCCC(=O)NCCc1nc2ccccc2n1C | i
Cc1ccccc1Oc1ncccc1CNCc1cc2c(cc1Cl)OCO2 | i

More entries
molecule | Pf Dd2 growth
CN(C)Cc1cn(C[C@H]2C[C@@H]3CCN2C[C@@H]3C(=O)NC2CC2)nn1 | i
CC(=O)NCC(=O)NCC1CCN(c2cc(-c3ccc(F)cc3)[nH]n2)CC1 | 29%
CC(C)CCNC(=O)C1CCN(S(=O)(=O)c2cccc3nsnc23)CC1 | ?
Cc1ccc(-n2c(-c3ccco3)nc3c(cnn3-c3ccccc3C)c2=O)cc1 | i
Cc1cnc(CCNS(=O)(=O)c2ccc(C#N)cc2)n1C1CCC1 | ?
CNC(=O)c1cccc(-c2cnc3[nH]cc(CC(=O)N4CCCC4)c3c2)c1 | ?
CCOc1cc(-c2nc(-c3ccc(Br)cc3)no2)cc(OCC)c1OCC | 0%
CCCS(=O)(=O)N1CCC2(CC1)CC1C(=O)NCCN1C2 (stereo not drawn) | 7%
Cc1nc([C@@H]2CN(C(=O)CCc3c(C)n[nH]c3C)C[C@H]2C(N)=O)n[nH]1 | 20%
Cc1ccccc1-c1nc(SCC(=O)NCc2ccc(F)cc2)c2c(=O)n(C)c(=O)n(C)c2n1 | 33%[activator]
CCC(C)(C)C(=O)N1CCC(N2C(=O)CCC2C(=O)NC(C)C)CC1 (stereo not drawn) | 10%
CCOc1ncccc1C(=O)NC1CC(c2nnc(CN(C)C)n2C)C1 (stereo not drawn) | 0%
CN(CC1CCOC1)C(=O)C1CCCC1 (stereo not drawn) | 23%[5.79 µM]
CC(C)N1CCCC2(CCN(CCCC(=O)O)C2)C1=O (stereo not drawn) | -9%
O=C(CC1CCCN(c2cnn(CC3CC3)c(=O)c2)C1)NCc1cc(F)ccc1F (stereo not drawn) | i

Brought forward from above: 3 entries, followed by the next part.
molecule | Pf Dd2 growth
CN(CC1CCOC1)C(=O)C1CCCC1 (stereo not drawn) | 23%[5.79 µM]
CC(C)N1CCCC2(CCN(CCCC(=O)O)C2)C1=O (stereo not drawn) | -9%
O=C(CC1CCCN(c2cnn(CC3CC3)c(=O)c2)C1)NCc1cc(F)ccc1F (stereo not drawn) | i
O=C(c1cc(F)ccc1F)N1CCC2(CC1)NC(=O)N(Cc1ccccc1)C2=O | 31%[activator]
CCCC(=O)N1Cc2ccccc2CC2(CCCCN2Cc2ccncc2)C1 (stereo not drawn) | 8.9µM*
Cc1ccc2[nH]c3c(=O)n(CC(=O)N4CCN(c5cccc(C(F)(F)F)c5)CC4)ncc3c2c1 | 112%[activator]
COc1ccc(CN2CCC3(CC2)Cc2ccccc2CNC3=O)cc1 | -3%
CCOC(=O)C1=C(C)N=C2SC=C(CC(=O)NCC3CCCO3)N2C1c1ccc(Cl)cc1 (stereo not drawn) | 2.2µM*
COc1ccc(C(=O)NCC2Cn3cccc3C(=O)N2Cc2ccccc2)cn1 (stereo not drawn) | -25%
Cc1cn2nnc(C(=O)NC3CCCCCCC3)c2c(=O)[nH]1 | 7.9µM*
O=C(CC(c1ccc(F)cc1)c1cn(Cc2ccccc2)c2ccc([N+](=O)[O-])cc12)N1CCCC1 (stereo not drawn) | -2%
CN1C(=O)Cc2cc(S(=O)(=O)CCC(=O)Nc3ccc(Cl)c(C(F)(F)F)c3)ccc21 | -25%
O=C([C@@H]1C[C@H](Oc2ccccc2)CN1S(=O)(=O)c1ccccc1)N1CCCC1 | -9%
COc1ccc(-c2ccnc3nc(CC(C)C)nn23)cc1OC | ?
Cc1ccc(CCNC(=O)c2ccc3c(c2)nc2n3CCOC2)cc1 | 9%
COc1ccc(CNC(=O)NCCc2noc(-c3ccncc3)n2)cc1 | -25%
COc1ccc(-c2cc(C(F)(F)F)nc(SCCC(=O)Nc3cccc(OC)c3)n2)cc1 | ?
COc1ccc(OC)c(CNC(=O)c2ccc(-c3ccc(N4CCSCC4)nc3)cc2)c1 | i

Look-ups from the results shown:
Cc1ccc2[nH]c3c(=O)n(CC(=O)N4CCN(c5cccc(C(F)(F)F)c5)CC4)ncc3c2c1 in Pf Dd2 growth: 112%[activator]
Cc1cn2nnc(C(=O)NC3CCCCCCC3)c2c(=O)[nH]1 in Pf Dd2 growth: 7.9µM*
Cc1ccc(CCNC(=O)c2ccc3c(c2)nc2n3CCOC2)cc1 in Pf Dd2 growth: 9%
COc1ccc(CNC(=O)NCCc2noc(-c3ccncc3)n2)cc1 in Pf Dd2 growth: -25%

New compounds follow:
molecule | Pf Dd2 growth
O=C(Nc1ccc(F)cc1)N1CCC(CCNC(=O)C2(c3ccccc3)CC2)CC1 | i
CC(C)=CCn1c(-c2ccccc2Cl)cn2cc(C(=O)NCCCO)nc2c1=O | 7.9µM*
CC1=C(c2ccc(C)c(C)c2)S(=O)(=O)N=C1N1CCC(C(=O)N2CCC(C)CC2)CC1 | ?
Brc1cccc(-c2nnn3c2nc(N2CCCCC2)c2ccccc23)c1 | 23%
Cc1ncc2n1C(=O)N(C1CCN(Cc3ccc(C(F)(F)F)cc3)CC1)C2 | -8%&-23%
COc1ccc(NC(=O)CSC2=Nc3ccccc3C3=NC(CCC(=O)NC4CCCCC4)C(=O)N23)cc1Cl (stereo not drawn) | ?
CC(C)(Oc1ccc2c(c1)CCC2)C(=O)N1CCC2(CCCNC2=O)C1 (stereo not drawn) | -2%
Cn1nc(-c2nncn2CC2CC2)c2c1CCN(C(=O)C1CC1)C2 | -25%
O=C(Cn1cnnn1)N1CCc2ncnc(NC[C@H]3CCCO3)c2CC1 | -21%
Cn1nc(C(=O)N2CCC(Oc3ccc(-c4noc(C5CC5)n4)cc3)C2)c2ccccc21 (stereo not drawn) | i[5.79 µM]
O=C(NCc1nnc2ccc(-c3ccc(F)cc3)nn12)c1cccc(OC(F)(F)F)c1 | -29%
COc1ccc(CC(=O)N2CC[C@@H](CC(=O)O)[C@@H](CCN3CCOCC3)C2)cc1 | 25%[44.1 µM]
Cc1[nH]c2c(C)cccc2c1CCNC(=O)c1cc2ccccc2oc1=O | -3%
COc1ccc(N2CC(C(=O)N3CCC(C(=O)NCc4cccc(Cl)c4)C3)NC2=O)cc1 (stereo not drawn) | -14%
O=C(Nc1ccc(Br)cc1F)N1CC=C(c2c[nH]c3ccccc23)CC1 | 1%

Additional structures
molecule | Pf Dd2 growth
CCCCn1c(SCC(=O)Nc2cccc(OC)c2)nc2ccsc2c1=O | i
O=C(Nc1ccc([C@H]2OCC(=O)N(Cc3ccc(F)cc3)[C@@H]2CO)cc1)C1CCOCC1 | -16%
CN1CCCCCC1C(=O)N1CCN(c2ccc(C#N)cn2)CC1 (stereo not drawn) | -19%
O=C(Nc1ccc2c(N3CCCCC3)ncnc2c1)c1ccc(F)c(F)c1 | 2µM*
CC(C)(C)c1ccc(S(=O)(=O)N2CCC(Oc3ccc(-n4cnnn4)cc3)CC2)cc1 | i
CC(C)(C)c1ccc(Oc2ccc(NC(=O)CCC(=O)OCC(=O)c3ccccc3)cc2)cc1 | 13%
CCn1c(CC2C(=O)Nc3ccccc32)nc2ccccc2c1=O (stereo not drawn) | i
COc1ccc2[nH]cc(CN3CCC([C@H]4[C@@H](OC)C(=O)N4C(C)C)CC3)c2c1 | ?
O=C1CC(c2nnc(Cc3ccc(F)cc3)o2)CN1c1ccccc1 (stereo not drawn) | 6%
C[C@H](O)c1onc(-c2ccccc2)c1C(=O)N1CCCCCC1 | -16%[44.1 µM]
COc1cccc([S+](=O)([O-])N2CCC3(C2)N=C(c2cccnc2)C(=O)N3)c1 (stereo not drawn) | 9%
